Insulin prom inh: inhibitors of insulin promoter-driven GFP, primary screen, imaging, TRM-6 cells (human fetal islet line), eGFP reporter, cell count; reporter expression induced with tamoxifen; actives 0.9% (n = 130,000); inhibition, % at 2 µM;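 active means inhibition above the mean plus 3 SD, with well images judged a real hit on visual review, cut at about 60% in these data, passing the limit was not always enough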
sdo1 growth: growth rescue of sdo1-depleted yeast, primary screen, S. cerevisiae, bone marrow failure model. S. cerevisiae sdo1-depleted JHY4D growth rescue, OD600 30 h; stronger effect = higher value; pdr5 snq2 efflux-pump mutant strain. z-score at 10 µM. AID 817, 2007. actives 0.21% (n = 140,000);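 active means z-score above 3 at both the 24 hr and the 30 hr optical density reads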;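 further: z-score against mean and SD of all compound wells on the same plate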
sdo1 growth Rescue 24 h: second read-out of sdo1 growth, no call of its own (marks repeat the call); z-score; S. cerevisiae sdo1-depleted JHY4D growth rescue, OD600; measured here: growth rescue at 24 h;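 0 is the plate mean of compound wells and units are plate SD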
Active calls of the source: *; i = inactive; x = no result given; & = joins results of further samples.

Insulin prom inh,sdo1 growth,sdo1 growth Rescue 24 h,canonical_smiles
x,1.11&-0.68,1.63&-0.4,CCOc1cc(N2CCOCC2)c(OCC)cc1NS(=O)(=O)c1ccc(Cl)s1
x,-0.25,-1.1,CCOC(=O)c1c(C)n(C)c2ccc(OCC(N)=O)cc12
-2.7,1.67,1.6,CN(c1ccc(OCC(=O)N2CCC(C(N)=O)CC2)cc1)S(=O)(=O)c1cccs1
x,0.09,0.99,Cc1cc(C)c(NC(=O)CCCOC(=O)C2=COCCO2)c(C)c1
-23.1,1,1.05,CC(C)NCCOCCOc1ccc(Cl)cc1Br
-25.9,x,x,CSc1ccc(/C=C/C(=O)OCC(=O)NC(C)C)cc1
-71.0,-0.31,0.31,O=S(=O)(c1cccc(F)c1)N1CCN(Cc2ccc3c(c2)OCO3)CC1
0.0,-0.34,-0.46,Cc1ccc(C(=O)CNc2ccc(Br)cc2)cc1
0.0,1.19,1.37,Cc1cccc(NC(=O)CCNS(=O)(=O)c2cccc3nsnc23)c1
42.9,0.25,0.37,O=C(c1ccccc1CCc1ccccc1)N1CCOCC1
x,0.88,0.65,O=S(=O)(c1ccc(F)cc1)N1CCN(C(=S)NCc2ccco2)CC1
-32.4,-0.63,-0.78,COc1cc(CNCCc2ccc(F)cc2)ccc1OCc1ccc(Cl)nc1
-20.0,-0.81,-1.6,CN(Cc1ccccc1)C(=O)c1ccccc1NC(=O)c1ccco1
13.6,0.58,-0.49,Cc1ccc(CN2CCS(=O)(=O)CC2)cc1
x,-0.93,-0.4,O=C(CSc1ccc2ccccc2n1)Nc1nsc(-c2ccc(Cl)cc2)n1
x,1.03,0.16,OC(COc1ccc2c(c1)OCO2)CN1CCc2ccccc2C1 (configuration not stated)
-61.8,1.51,1.2,O=C(/C=C/c1ccccc1)NC1CCS(=O)(=O)C1 (configuration not stated)
-65.1,0.28,0.24,COC(=O)N/N=C/c1c(C)cc(C)cc1C
100.0*,0.03,-0.78,O=C(O)C12CC3CC(C1)CC(n1cnc(Cl)n1)(C3)C2
x,-0.4,-0.43,CC(=O)[C@@H]1[C@@H](C(=O)c2ccc(C)cc2)[C@]2(C(=O)Nc3ccccc32)[C@H]2C=Cc3cc(F)ccc3N12
x,0.82,0.42,CC1(C)CC(N2CCN(c3ccccc3)CC2)=CC(=[N+]2CCCC2)C1
x,-1.48,-1.43,O=C(Nc1ccccc1C(=O)OCC(=O)c1c[nH]c2ccccc12)c1ccco1
x,-0.81,0.71,CS(=O)(=O)Cc1nc2ccccc2oc1=O
x,0.11,0.28,CC(=O)Oc1ccc(C(=O)[C@H]2[C@H]3C(=O)N(c4ccc5ccccc5c4)C(=O)[C@H]3[C@@H]3C=CC=NN32)cc1
31.6,x,x,O=C1CCCN2N=C(SCC(=O)Nc3nc4ccccc4s3)SC2=N1
x,-0.56,-0.44,CCc1cc(C(=O)COc2ccccc2F)c(O)cc1O
x,0.7,0.68,COc1ccc(OC(=O)c2cn(C)nc2C(F)(F)F)cc1
3.0,0.29,0.04,Cc1noc(C)c1CS(=O)(=O)c1ccc(Br)cc1
42.9,x,x,O=C(Oc1ccc(OC(=O)N2CCCCC2)cc1)N1CCCCC1
-20.5,-0.19,-0.95,Cc1cc(C)n2nc[n+](C)c2n1
-41.7,x,x,O=C(COc1ccccc1-c1ccccc1)NCc1ccco1
11.1,0.29,1.3,CCn1c(CCNC(=O)c2cccs2)nnc1SCC(=O)NC1CCCCC1
-45.8,-0.71,-0.49,Cc1ccc(SCC2(O)CCN(S(=O)(=O)c3ccc(Cl)cc3)CC2)cc1
0.0,x,x,CC1CCc2nc3ccc(S(=O)(=O)N4CCC(C(=O)N5CCCCCC5)CC4)cc3c(C(=O)O)c2C1 (configuration not stated)
-6.5,-2.13,-1.23,Cc1ccccc1NC(=O)CSc1nc(Nc2ccccc2)nc(N2CCOCC2)n1
x,-0.39,0.21,O=C(N/N=C/c1c[nH]c2ccccc12)c1cc(-c2ccc(-c3ccccc3)cc2)n[nH]1
25.0,-1.34,-1.3,Cc1cc2nnc(SC(C)C)n2c2ccccc12
-50.0,-0.44,-0.47,CCn1ncc(Br)c1C(=O)Nc1cc(C)cc(C)c1
-28.6,x,x,Cc1ccc(C)c(OCCCC(=O)N2CCOCC2)c1
x,0.16,-0.5,CCc1c(C#N)c(N)nc(SCC(=O)OCc2ccccc2)c1C#N
x,-0.74,-1.39,O=C(Cn1nnc2ccccc21)N/N=C\c1cccs1
28.8,-0.11,1,COc1ccc(S(=O)(=O)Nc2ccc3c(c2)OCCO3)cc1Cl
39.5,x,x,Cc1ccc(NC(=O)N(C2=NCC(C)S2)c2ccccc2)cc1 (configuration not stated)
-13.3,-0.3,-0.44,COc1ccc(S(=O)(=O)NCc2ccco2)cc1-c1nnc2c3ccccc3c(C)nn12
11.8,x,x,CCCn1c(=S)[nH]c2cc(C(=O)N3CCc4ccccc4C3)ccc2c1=O
x,0.65,0.39,CCCCC(=O)NC(NC(=S)N1CCOCC1)C(Cl)(Cl)Cl (configuration not stated)
x,0.12,-0.32,COC(=O)CSc1nnc([C@H](Cc2ccccc2)NC(=O)OC(C)(C)C)o1
16.7,x,x,O=C(NCc1cccnc1)NC1CC(=O)N(c2ccc3c(c2)OCCO3)C1 (configuration not stated)
-42.1,-0.74,-1.11,CCCCNC(=O)C1CCN(Cc2ccc(OCc3ccccc3)cc2)CC1
-72.7,-1.9,-1.5,CCOc1ccc(-c2cc(CCCC(=O)NCCc3ccc(OC)c(OC)c3OC)no2)cc1
-30.4,-1.42,-0.98,COC(=O)C1=C(CN2CCCc3ccccc32)NC(=O)NC1c1ccc(F)cc1 (configuration not stated)
-9.1,-0.21,-0.72,C/C(CC(=O)Nc1ccccc1C)=N\NC(=O)Cc1csc(N)n1
-7.9,1.19,4.6,CCN(CC)S(=O)(=O)c1ccc(C(=O)Nc2cc3oc4ccccc4c3cc2OC)cc1
0.0,-0.22,0.6,COc1ccc(C(=O)NC(=S)Nc2ccccc2N2CCOCC2)cc1[N+](=O)[O-]
19.4,1.13,0.88,O=C(O)c1ccccc1NC(=S)NC(NC(=O)c1ccccc1[N+](=O)[O-])C(Cl)(Cl)Cl (configuration not stated)
-180.0,-0.57,-0.53,CCN1CCN(C(=O)CSc2cc(=O)n(CC)c3ccccc23)CC1
10.0,x,x,CCOc1ccccc1-n1cnc(C#N)c1N
-42.9,0.87,0.68,O=C(O)Cc1n[nH]c(=O)c2ccccc12
-25.9,-0.02,-0.1,COC(=O)C1=C(C)N(Cc2ccc(C)cc2)C(=O)/C1=C\c1ccc(O)c(OC)c1
11.1,0.27,1.03,CCCCNC(=O)Nc1cc(C(=O)OC)ccc1Cl

The listing continues:
Insulin prom inh,sdo1 growth,sdo1 growth Rescue 24 h,canonical_smiles
29.0,0.81,-0.18,Cc1ccc(OCC(=O)N/N=C\c2c(C)[nH]n(-c3ccccc3)c2=O)c([N+](=O)[O-])c1
25.0,0.23,0.05,Cc1c(Cl)cccc1NC(=S)NCCCN(C)C
38.5,-1.96,-1.68,O=C(CC12CC3CC(CC(C3)C1)C2)N1CCN(S(=O)(=O)c2cccs2)CC1
33.3,x,x,Cn1c(Cc2ccccc2)nnc1SCc1nc2ccccc2c(=O)[nH]1
27.0,-0.08,-0.37,Cc1ccc(OCCn2cc(Br)c(=O)[nH]c2=O)cc1
-43.3,0.54,0.49,CC(C)(C)NC(=O)C(=O)NNC(=O)c1ccc(C(C)(C)C)cc1
x,1.32,2.13,CCCn1c(=O)c2c(C(F)(F)F)cc(-c3cccs3)nc2n(CCC)c1=O
-13.5,-0.82,-1.15,CCOC(=O)Cn1nnc2c(sc3nc4c(c(-c5ccccc5)c32)CCC4)c1=O
6.7,0.32,0.32,CC1=CCC2COC(c3ccc[n+](Cc4ccccc4)c3)C1C2 (configuration not stated)
11.1,x,x,CCOc1ccc(CNc2cccc(SC)c2)cc1
20.0,x,x,CCN(CC)C(=O)/C=C/c1ccc(OC)c(S(=O)(=O)N2CCCCC2)c1
x,0.99,1.22,Cn1c(=O)c(=O)n(C)c2cc(S(=O)(=O)N3CCN(C4CCCCC4)CC3)ccc21
-38.5,-0.38,0.1,Cc1ccc(C)c(NC(=O)COC(=O)CC2c3ccccc3CCN2S(=O)(=O)c2ccc(F)cc2)c1 (configuration not stated)
-4.1,0.88,0.27,CCc1nnc(NC(=O)Cn2c(=O)oc3ccccc32)s1
x,0.21,0.95,CCOC(=O)N1CCN(C(=O)c2ccc(CS(=O)(=O)c3c(Cl)cccc3Cl)o2)CC1
20.7,-1.08,-0.64,Cc1ccccc1N=C1SCC(=O)N1Cc1ccccc1
56.1,0.13,-0.62,C=C(C)C1CC=C(C)/C(=N/NC(=O)c2ccc(NC(=O)c3cccc(C)c3)cc2)C1 (configuration not stated)
-20.0,x,x,CC(=O)c1c(C)[nH]c(C(=O)Nc2cccc(S(=O)(=O)N(C)c3ccccc3)c2)c1C
-103.6,-0.34,0.2,Cc1c(C(=O)N2CCOCC2)[nH]c2ccc(OCc3ccccc3)cc12
-66.7,x,x,CCN(CC)C(=O)Cn1cc(SCC(=O)NC)c2ccccc21
23.8,x,x,O=C(COC(=O)c1cccc([N+](=O)[O-])c1)NCC1CCCO1 (configuration not stated)
28.0,-0.51,-0.89,O=C(COC(=O)C1CC2C=CC1C2)Nc1ccc2c(c1)OC(F)(F)O2 (configuration not stated)
20.0,1.25,1.22,CCOC(=O)c1ccc(NC(=O)NC2CC3CCC(C2)N3Cc2nnnn2Cc2ccco2)cc1 (configuration not stated)
-9.1,0.73,0.37,COc1ccc(OC)c2[nH]c(=O)c(CCNS(=O)(=O)c3ccc(Cl)cc3)cc12
-392.3,0.51,0.78,CCC(C)(C)NC(=O)Cc1ccccc1OC
-76.2,1.25,-0.72,O=C(CSc1nnc(Cc2ccccc2)o1)NC1CCCCC1
0.0,-2.4,-1.49,CCCNC(=O)c1c(N)n(-c2cc(OC)cc(OC)c2)c2nc3ccccc3nc12
x,0.42,0.11,COCC(=O)N(Cc1cc2ccc(C)cc2[nH]c1=O)c1ccc(OC)cc1
x,0.28,-0.7,CC(NC(=O)c1cccc(F)c1)C(c1cccs1)N1CCN(C)CC1 (configuration not stated)
-72.4,-2.06,-1.14,O=S(=O)(c1ccc(Cl)c(Cl)c1)c1snnc1-c1ccccc1

An excerpt from above in order of number of heavy atoms, lowest first:
Insulin prom inh,sdo1 growth,sdo1 growth Rescue 24 h,canonical_smiles
25.0,0.23,0.05,Cc1c(Cl)cccc1NC(=S)NCCCN(C)C
20.7,-1.08,-0.64,Cc1ccccc1N=C1SCC(=O)N1Cc1ccccc1
-76.2,1.25,-0.72,O=C(CSc1nnc(Cc2ccccc2)o1)NC1CCCCC1

Taken from above.
sdo1 growth, CN(c1ccc(OCC(=O)N2CCC(C(N)=O)CC2)cc1)S(=O)(=O)c1cccs1 is entered as 1.67
sdo1 growth, Cc1cc(C)c(NC(=O)CCCOC(=O)C2=COCCO2)c(C)c1 is entered as 0.09
sdo1 growth Rescue 24 h, Cc1ccccc1N=C1SCC(=O)N1Cc1ccccc1 is entered as -0.64
sdo1 growth Rescue 24 h, CCCCC(=O)NC(NC(=S)N1CCOCC1)C(Cl)(Cl)Cl (configuration not stated) is entered as 0.39
Insulin prom inh, CCn1ncc(Br)c1C(=O)Nc1cc(C)cc(C)c1 is entered as -50.0
Insulin prom inh, O=C(COC(=O)c1cccc([N+](=O)[O-])c1)NCC1CCCO1 (configuration not stated) is entered as 23.8
sdo1 growth, CCOc1ccc(-c2cc(CCCC(=O)NCCc3ccc(OC)c(OC)c3OC)no2)cc1 is entered as -1.9

Of the compounds above, these have a cyano group:
Insulin prom inh,sdo1 growth,sdo1 growth Rescue 24 h,canonical_smiles
x,0.16,-0.5,CCc1c(C#N)c(N)nc(SCC(=O)OCc2ccccc2)c1C#N
10.0,x,x,CCOc1ccccc1-n1cnc(C#N)c1N

The listing continues:
Insulin prom inh,sdo1 growth,sdo1 growth Rescue 24 h,canonical_smiles
-20.0,0,0.72,Cc1ccc2nc(-c3ccc(NC(=O)COC(=O)c4ccc([N+](=O)[O-])o4)cc3)sc2c1
i,-1.14,-0.34,Cc1ccc(Nc2nc(N)c([N+](=O)[O-])c(N3CCC(C)CC3)n2)cc1C
21.4,-0.44,-0.63,COC(=O)N/N=C(\C)c1ccccc1OC(F)F
61.1,0.09,0.38,OCCSc1nc(-c2ccccc2)nc2c1CCC2
9.1,x,x,COc1cc(C(=O)NCC(c2ccccc2)N(C)C)ccc1OCC(=O)N1CCOCC1 (configuration not stated)
7.4,0.07,-0.14,CCN(CC)S(=O)(=O)c1cccc(-c2nnc(SCC(=O)NC)n2CCc2ccccc2)c1
-21.6,-1.45,-1.73,O=C(CN1CCC(n2nnc3cc(C(F)(F)F)ccc32)CC1)Nc1ccc2c(c1)CCC2
-6.2,x,x,CCOC(=O)c1ccc(S(=O)(=O)N2CCN(C3CCCC3)CC2)cc1
0.0,0.3,-0.18,COc1ccccc1C(=O)N/N=C(\C)c1ccc(NC(=O)C2CC2)cc1
x,-0.44,-0.58,COc1cc(OC)cc(C(=O)Nc2ccc(-n3cnnn3)c(C)c2)c1
-22.2,-0.87,-1.07,Cc1nc2c(o1)CCc1ccccc1C2N1CCN(C)CC1 (configuration not stated)
66.7,x,x,CC(C)CC(CC(C)C)=NNC(=O)c1ccc2c(c1)OCO2
25.0,x,x,Cn1c(SCC(=O)NNC(=O)Cc2ccccc2)nc2ccccc2c1=O
-28.6,0.53,-0.13,O=C(NCCSc1ccccc1)c1ccco1
x,-1.11,0.17,Oc1ccccc1-c1nc(NCc2ccco2)c2ccccc2n1
x,-2.03,-1.38,CCN(CC(=O)Nc1ccccc1C(=O)OC)S(=O)(=O)c1ccc(OC)cc1
-78.6,-1.75,-0.43,COC(=O)/C(=C\Nc1ccc(Cl)c2ccccc12)c1ncc(C(F)(F)F)cc1Cl
-79.2,0.1,-0.19,Cc1cc(C)n(/N=C\c2c(O)ccc3ccccc23)c(=O)c1C(N)=O
